Y pestis TopoI = Y. pestis Topo-I inhibition via cleavage products. Y. pestis Topo-I cleavage product accumulation, plate reader. activity, % at 10 µM. 360,000 tested, 0.064% active. AID 504884; in the data active = activity above about 50%, passing the limit was not always enough; note: inactives centre near 2
Rv3671c protease = inhibitors of M. tuberculosis serine protease Rv3671c | P9WHR9 | inhibition, % at 5.96 µM | 320,000 tested, 0.048% active; in the data active = inhibition above about 38%;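 note: extracellular domain of Rv3671c used as enzyme; 0% = enzyme with DMSO and 100% = no enzyme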
Target sequence (P9WHR9 whole entry, looked up, the tested form may be a part): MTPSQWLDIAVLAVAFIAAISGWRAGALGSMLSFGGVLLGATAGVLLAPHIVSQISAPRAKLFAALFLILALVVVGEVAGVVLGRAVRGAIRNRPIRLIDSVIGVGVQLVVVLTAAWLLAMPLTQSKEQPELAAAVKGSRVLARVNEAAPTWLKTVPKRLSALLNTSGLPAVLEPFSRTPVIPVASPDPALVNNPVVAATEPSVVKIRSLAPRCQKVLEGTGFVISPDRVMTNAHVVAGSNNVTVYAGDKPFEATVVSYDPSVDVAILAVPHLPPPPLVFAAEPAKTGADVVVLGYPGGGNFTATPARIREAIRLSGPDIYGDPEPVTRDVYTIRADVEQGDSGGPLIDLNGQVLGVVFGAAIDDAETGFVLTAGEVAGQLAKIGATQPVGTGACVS
SARS 3CLpro inh = SARS-CoV 3CLpro protease inhibition | recombinant SARS-CoV 3CLpro, quenched FRET peptide cleavage | inhibition, % at 6 µM | 290,000 tested, 0.14% active; in the data active = inhibition above about 12%
TcdB GH inh = TcdB glycohydrolase inhibition; AID 652162; P18177; TcdB glycohydrolase enzymatic assay, plate reader; 350,000 tested, 0.24% active; inhibition, % at 9.99 µM; in the data active = inhibition above about 10%
VHR inh abs = blocks human VHR1 dual specificity phosphatase; inhibition, % at 13.3 µM; recombinant VHR phosphatase, pNPP absorbance; P51452; 290,000 tested, 0.52% active; in the data active = inhibition above about 50%; note: some compounds called inactive have numbers as strong as hits
Target sequence (P51452 whole entry, looked up): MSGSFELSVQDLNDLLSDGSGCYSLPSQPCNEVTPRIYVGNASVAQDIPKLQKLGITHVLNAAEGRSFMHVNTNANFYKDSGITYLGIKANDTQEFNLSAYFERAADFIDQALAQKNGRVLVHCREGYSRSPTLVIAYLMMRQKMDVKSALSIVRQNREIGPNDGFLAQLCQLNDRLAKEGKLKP
BH1578 lux ind = quorum light induction in luxS cqsA deficient V. cholerae; V. cholerae BH1578 lux reporter, luminescence, 6 h; activation, % at 18.7 µM; 350,000 tested, 0.16% active; AID 588436; in the data active = activation mostly above about 9.7%, no sharp cut-off; note: not every result past the cut was called active; inactives centre near 0; reference of the scale not given here
Anthrax LF inh2 = anthrax lethal factor protease inhibition. inhibition, % at 10 µM. 360,000 tested, 0.12% active. AID 588501. multiplex microsphere protease cleavage assay, LF. P15917; in the data active = inhibition above about 30%; note: plate controls were buffer without enzyme for full effect and enzyme alone for no effect
PriA SSB inh = blocks PriA binding to SSB C-terminal tail | inhibition, % at 33 µM | AID 1272365 | AlphaScreen SSBct-PriA binding, biotinylated peptide | 430,000 tested, 0.6% active; in the data active = inhibition mostly above about 37%, no sharp cut-off; inactive = mostly below about 20%;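 note: plate controls were negative control peptide for no effect and reference peptide for full effect; strong numbers were not always called active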
PfHsp40 yeast = compounds rescuing yeast from Plasmodium falciparum HSP40 toxicity; growth rescue, % at 12.5 µM; S. cerevisiae expressing PfHsp40, growth rescue, ATP luminescence; 340,000 tested, 0.68% active; in the data active = growth rescue above about 28%, passing the limit was not always enough;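 note: yeast W303a lacking pdr1 and pdr3 grown in galactose medium; growth measured after three days at 30 °C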
MazEF act = activators of E. coli MazEF toxin-antitoxin RNase. AID 504720. P0AE70. FAM/BHQ RNA-DNA oligo cleavage fluorescence, 5 h. 350,000 tested, 0.32% active. activation, % at 20 µM; in the data active = activation above about 50%
Target sequence (P0AE70 whole entry, looked up): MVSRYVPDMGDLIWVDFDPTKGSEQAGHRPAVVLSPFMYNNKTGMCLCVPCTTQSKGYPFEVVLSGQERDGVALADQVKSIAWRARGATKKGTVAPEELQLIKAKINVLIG
Starred values were filed as active, the others as inactive; i = inactive; / = no result given. Only part of the results is shown; count on the stated rates, not on these rows.

Screens by letter: A = Y pestis TopoI; B = Rv3671c protease; C = SARS 3CLpro inh; D = TcdB GH inh; E = VHR inh abs; F = BH1578 lux ind; G = Anthrax LF inh2; H = PriA SSB inh; I = PfHsp40 yeast; J = MazEF act
1: CN(C)c1cc(-c2ccccc2)nc(-c2ccccc2)n1
  A: 9.9; B: -8.4; C: -2.8; D: 1.0; E: 9.8; F: 0.7; G: -4.4; H: -8.0; I: 1.0; J: 9.6

2: C=Cn1cc(CNC[C@H]2O[C@@H](n3cc(C)c(=O)[nH]c3=O)C[C@@H]2O)c(C)n1
  A: -2.5; B: /; C: /; D: 0.4; E: /; F: -0.2; G: -1.8; H: /; I: /; J: 1.9

3: COc1cc(CNC(=O)Nc2nnc([C@H]3C[C@H](O)[C@@H](CO)O3)s2)cc(OC)c1OC
  A: -0.9; B: /; C: /; D: 1.1; E: /; F: -1.2; G: 1.2; H: /; I: /; J: /

4: Cc1ccc(NS(=O)(=O)c2ccc3c(c2)NC(=O)CCS3)c(Cl)c1
  A: 11.5; B: -7.9; C: 0.2; D: 1.5; E: 12.3; F: -0.5; G: 2.0; H: 8.1; I: 0.2; J: 3.9

5: O=C(O)CN1C(=O)NC2NC(=O)NC21 (stereo unspecified)
  A: 5.7; B: -5.0; C: 2.9; D: 0.9; E: -8.3; F: -0.5; G: -2.0; H: -11.0; I: -1.5; J: 10.4

6: O=C(NC1=NCCS1)c1ccc([N+](=O)[O-])cc1Cl
  A: -6.7; B: 5.2; C: 3.4; D: -1.1; E: 19.7; F: -0.7; G: -0.3; H: -8.1; I: /; J: 3.6

7: Cc1ccc(-n2cc(CN(C)CCc3cn[nH]c3)c(-c3cccc(C)c3)n2)cc1
  A: 6.4; B: 4.3; C: 3.7; D: 1.6; E: 3.9; F: -0.3; G: 0.4; H: 14.1; I: 1.3; J: -1.8

8: Cc1cc(C)cc(OCC(=O)OC(C)C(=O)Nc2c(C)n(C)n(-c3ccccc3)c2=O)c1 (stereo unspecified)
  A: 0.8; B: 11.7; C: /; D: 2.9; E: /; F: -1.1; G: 9.7; H: -4.6; I: -1.1; J: 1.0

9: Cc1nc(C)c(-c2nnc(-c3ccc(C(C)(C)C)cc3)o2)cc1C(=O)NN
  A: 15.8; B: -0.2; C: 1.5; D: /; E: 7.3; F: i; G: -3.4; H: -1.1; I: 0.1; J: 2.1

10: CN(C(=S)NC(=O)c1ccc(Cl)cc1)C1CCCCC1
  A: -2.9; B: -5.4; C: -2.9; D: 0.6; E: 40.0; F: -0.5; G: -2.3; H: 1.4; I: 0.3; J: -1.4

11: O=C1Cc2cc(O)ccc2O1
  A: 2.8; B: /; C: /; D: -8.2; E: /; F: i; G: 8.0; H: -4.0; I: 0.0; J: -3.0

12: O=C(Nn1c(-c2ccc(Cl)cc2)nc2ccccc2c1=O)c1cccnc1Cl
  A: 2.6; B: -9.7; C: -0.4; D: 0.2; E: 15.2; F: -0.2; G: -0.8; H: 5.1; I: 7.0; J: 6.1

13: O=C(NCc1ccc(F)cc1)c1cc2c(s1)CS(=O)(=O)C2
  A: 3.8; B: -1.3; C: -2.8; D: 2.0; E: 9.7; F: -0.2; G: 0.5; H: 1.0; I: 0.2; J: 8.7

14: Cc1ccc(N(CC(=O)N/N=C/c2cc(C)n(-c3ccccc3C)c2C)S(C)(=O)=O)cc1
  A: 2.8; B: -4.0; C: 7.0; D: /; E: 21.3; F: -0.2; G: -4.5; H: /; I: 2.3; J: -0.4

15: CC(C)N(C(=O)CN1C(=O)C(=O)c2ccccc21)c1ccccc1
  A: 5.2; B: 7.2; C: -0.8; D: 0.6; E: 12.9; F: i; G: -5.0; H: -10.4; I: 0.6; J: 10.5

16: CN(C)c1ccc(/C=C2\SC(=S)N(Nc3ncc(C(F)(F)F)cc3Cl)C2=O)cc1
  A: 8.1; B: -47.5; C: 3.9; D: /; E: 17.3; F: -0.4; G: 3.7; H: 7.2; I: 0.6; J: 52.5*

17: CC1CCN(C(=O)c2ccc(-c3ccccc3Cl)o2)CC1
  A: 11.3; B: -10.3; C: /; D: 1.7; E: /; F: -7.1; G: 3.8; H: -11.5; I: -0.1; J: /

18: Cc1noc(C)c1Cc1c(Cl)cccc1Cl
  A: -10.1; B: -1.7; C: -1.4; D: /; E: -8.4; F: 0.2; G: -1.0; H: -19.8; I: 0.2; J: 5.8

19: CN(C(=O)COC(=O)C1CCN(S(=O)(=O)c2cccs2)CC1)C1CCS(=O)(=O)C1 (stereo unspecified)
  A: -3.9; B: 5.9; C: -2.4; D: /; E: -1.5; F: -1.7; G: -2.9; H: -21.5; I: 1.0; J: -0.2

20: O=C(Cc1csc(Nc2nc(=S)[nH]c3ccccc23)n1)NCCCN1CCN(c2cccc(Cl)c2)CC1
  A: 23.5; B: -3.8; C: -2.0; D: 1.6; E: 7.2; F: -0.3; G: 3.8; H: 13.8; I: -0.2; J: -22.4

7 compounds drawn at random from those above:
Screens by letter: A = Y pestis TopoI; B = Rv3671c protease; C = SARS 3CLpro inh; D = TcdB GH inh; E = VHR inh abs; F = BH1578 lux ind; G = Anthrax LF inh2; H = PriA SSB inh; I = PfHsp40 yeast; J = MazEF act
20: O=C(Cc1csc(Nc2nc(=S)[nH]c3ccccc23)n1)NCCCN1CCN(c2cccc(Cl)c2)CC1
  A: 23.5; B: -3.8; C: -2.0; D: 1.6; E: 7.2; F: -0.3; G: 3.8; H: 13.8; I: -0.2; J: -22.4

15: CC(C)N(C(=O)CN1C(=O)C(=O)c2ccccc21)c1ccccc1
  A: 5.2; B: 7.2; C: -0.8; D: 0.6; E: 12.9; F: i; G: -5.0; H: -10.4; I: 0.6; J: 10.5

11: O=C1Cc2cc(O)ccc2O1
  A: 2.8; B: /; C: /; D: -8.2; E: /; F: i; G: 8.0; H: -4.0; I: 0.0; J: -3.0

16: CN(C)c1ccc(/C=C2\SC(=S)N(Nc3ncc(C(F)(F)F)cc3Cl)C2=O)cc1
  A: 8.1; B: -47.5; C: 3.9; D: /; E: 17.3; F: -0.4; G: 3.7; H: 7.2; I: 0.6; J: 52.5*

17: CC1CCN(C(=O)c2ccc(-c3ccccc3Cl)o2)CC1
  A: 11.3; B: -10.3; C: /; D: 1.7; E: /; F: -7.1; G: 3.8; H: -11.5; I: -0.1; J: /

14: Cc1ccc(N(CC(=O)N/N=C/c2cc(C)n(-c3ccccc3C)c2C)S(C)(=O)=O)cc1
  A: 2.8; B: -4.0; C: 7.0; D: /; E: 21.3; F: -0.2; G: -4.5; H: /; I: 2.3; J: -0.4

19: CN(C(=O)COC(=O)C1CCN(S(=O)(=O)c2cccs2)CC1)C1CCS(=O)(=O)C1 (stereo unspecified)
  A: -3.9; B: 5.9; C: -2.4; D: /; E: -1.5; F: -1.7; G: -2.9; H: -21.5; I: 1.0; J: -0.2

Carrying on.
Screens by letter: A = Y pestis TopoI; B = Rv3671c protease; C = SARS 3CLpro inh; D = TcdB GH inh; E = VHR inh abs; F = BH1578 lux ind; G = Anthrax LF inh2; H = PriA SSB inh; I = PfHsp40 yeast; J = MazEF act
21: CCO[C@H]1OC(C(N)=O)=C[C@@H](C(C)(C)C)[C@@H]1CCCO
  A: 6.0; B: -8.4; C: /; D: 0.4; E: /; F: 5.3; G: -3.6; H: -8.6; I: -1.5; J: 8.5

22: Cc1cccc(NC(=S)NCc2ccc3c(c2)OCO3)c1
  A: 4.7; B: 9.5; C: 1.8; D: /; E: -4.7; F: -0.3; G: 2.2; H: -3.5; I: 1.3; J: 8.2

23: O=C(Nc1ccc2c(c1)OCCO2)c1ccc(Cl)cc1
  A: -0.7; B: 3.9; C: -9.9; D: 1.5; E: 34.5; F: i; G: -4.2; H: -24.5; I: 1.1; J: 12.1

24: Cc1cc2nc(SCC(=O)Nc3ccccc3C(=O)O)[nH]c2cc1C
  A: 3.7; B: -3.6; C: 1.9; D: -1.2; E: 27.7; F: -0.4; G: -12.5; H: -10.8; I: -1.3; J: 3.1

25: O=C(CCC1CCCC1)NCCCN1CCOCC1
  A: -1.7; B: -4.6; C: 4.0; D: /; E: -11.0; F: -0.2; G: -18.0; H: -3.0; I: -0.5; J: -4.9

26: COc1ccc2nc(SCC(=O)Nc3ccc4c(c3)CCC4)[nH]c2c1
  A: 4.7; B: -15.2; C: 7.0; D: /; E: 1.3; F: -0.2; G: -2.0; H: 20.0; I: 1.0; J: -4.8

27: CCOc1cccc(-c2nnc(SCC(=O)Nc3cc(C)ccc3OC)n2N)c1
  A: 8.9; B: -0.3; C: -1.9; D: /; E: 4.3; F: -0.2; G: 20.1; H: 1.1; I: -0.5; J: 1.4

28: CCOC(=O)c1cnc(SC2CC(=O)N(c3ccccc3)C2=O)nc1N (stereo unspecified)
  A: -0.4; B: 4.4; C: 0.6; D: /; E: 17.2; F: 0.6; G: 0.1; H: -7.5; I: -0.4; J: 4.6

29: COc1ccc(/C=C2/SC(=O)N(NS(=O)(=O)c3ccccc3)C2=S)cc1OC
  A: 1.9; B: 1.0; C: 4.5; D: 3.3; E: 17.1; F: i; G: -9.2; H: 2.2; I: 35.2*; J: 3.2
